HCV inhibitor: HCV inhibition | Huh7.5.1 HCVcc-Cre infection, luciferase reporter, 44 h | Potency, µM (highest dose often 41.8 µM), without a hit: at the top dose activity change, negative = inhibition, usual class: inhibitors | actives 3.4% (n = 340,000) | AID 651820; note: potency is the fitted concentration of half-maximal effect
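Antiviral activity was scored by luciferase reporter output from cells infected with HCVcc-Cre (~0.5 moi) in presence of compound, 44 h infection period, cells seeded 1,000/well 4 h prior.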
AmpC inh no detg: inhibitors of E. coli AmpC beta-lactamase without detergent. P00811. AmpC nitrocefin hydrolysis, absorbance 480 nm, 0.0001% Triton. Potency, µM (top dose mostly 57.1 µM), for inactives: at the top dose activity change, negative = inhibition, actives largely listed as inhibitors. actives 0.52% (n = 330,000). AID 485341;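 note: potency is the fitted concentration of half-maximal effect; plate controls were no compound for no effect and no enzyme for full effect; nearly all actives have a fitted effect of over 20% in size; some results filed as inactive show a strong effect at the top dose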
Target sequence (P00811 whole entry, looked up): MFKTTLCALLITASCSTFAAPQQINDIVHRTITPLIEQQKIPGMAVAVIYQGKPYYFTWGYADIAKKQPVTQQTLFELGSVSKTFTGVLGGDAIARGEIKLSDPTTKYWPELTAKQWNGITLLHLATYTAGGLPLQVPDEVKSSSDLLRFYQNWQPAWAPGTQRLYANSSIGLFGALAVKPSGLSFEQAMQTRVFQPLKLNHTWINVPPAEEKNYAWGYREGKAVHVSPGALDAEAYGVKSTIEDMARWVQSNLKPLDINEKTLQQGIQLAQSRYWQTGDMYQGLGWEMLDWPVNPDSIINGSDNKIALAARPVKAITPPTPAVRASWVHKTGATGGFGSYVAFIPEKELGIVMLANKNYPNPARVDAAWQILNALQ
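AmpC (5.3 nM in the dispensed reagent) in 20 mM phosphate pH 7.0 with 0.01% (detergent screen) or 0.0001% Triton X-100 was preincubated with compounds for 15 min at room temperature. Nitrocefin was then added from an 800 uM solution, and hydrolysis was followed at 480 nm.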
AmpC detergent: blocks E. coli AmpC beta-lactamase in detergent assay; AID 485294; actives 0.041% (n = 370,000); P00811; AmpC hydrolysis of nitrocefin, absorbance 480 nm, 0.01% Triton; Potency, µM (highest dose often 114 µM), inactives show top-dose activity change, negative = inhibition, hits mostly inhibitors;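 note: potency is the fitted concentration of half-maximal effect; 0% = no-compound wells and -100% = no-enzyme wells; nearly all actives have a fitted effect of over 25% in size; some results filed as inactive show a strong effect at the top dose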
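AmpC (5.3 nM in the dispensed reagent) in 20 mM phosphate pH 7.0 with 0.01% (detergent screen) or 0.0001% Triton X-100 was preincubated with compounds for 15 min at room temperature. Nitrocefin was then added from an 800 uM solution, and hydrolysis was followed at 480 nm.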
Tb PYK inh: inhibitors of Trypanosoma brucei pyruvate kinase; AID 624173; actives 0.12% (n = 410,000); TbPYK enzyme, Kinase-Glo Plus ATP luminescence, 45 min; Potency, µM (top dose mostly 76.8 µM), for inactives: at the top dose activity, negative = inhibition, actives largely listed as inhibitors; note: potency is the fitted concentration of half-maximal effect; nearly all actives have a fitted effect of over 50% in size
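In this concentration-response screen, enzyme-free wells defined baseline while DMSO plates tracked drift. Each reaction combined TbPYK, substrate, compound and 130 uM ADP for 45 min at room temperature. Kinase-Glo Plus luminescence gave the signal.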
AMA1 RON2 block: disrupts binding of P. falciparum AMA1 to RON2. AlphaScreen AMA1-biotinylated RON2 peptide binding. Potency, µM (top dose mostly 58.2 µM), for inactives: at the top dose activity change, negative = inhibition, actives largely listed as inhibitors. actives 0.2% (n = 360,000). AID 720542;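 note: potency is the fitted concentration of half-maximal effect; 0% = vehicle wells and -100% = peptide control; nearly all actives have a fitted effect of over 45% in size; some results filed as inactive show a strong effect at the top dose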
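AMA1 (3D7) with his tag at 25 nM final met compounds first, then biotinylated RON2 peptide at 25 nM; detection used donor plus acceptor beads, 10 µg/mL apiece, read by AlphaScreen after 30 min at room temperature.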
LmPK inhibitor: LmPK (Leishmania mexicana) enzyme inhibition | AID 1721 | Potency, µM (highest dose often 57.5 µM), without a hit: at the top dose activity change, negative = inhibition, actives largely listed as inhibitors | purified LmPK, Kinase-Glo ATP luminescence, 1 h | Q27686 | actives 0.37% (n = 290,000); note: potency is the fitted concentration of half-maximal effect
Target sequence (Q27686 whole entry, looked up): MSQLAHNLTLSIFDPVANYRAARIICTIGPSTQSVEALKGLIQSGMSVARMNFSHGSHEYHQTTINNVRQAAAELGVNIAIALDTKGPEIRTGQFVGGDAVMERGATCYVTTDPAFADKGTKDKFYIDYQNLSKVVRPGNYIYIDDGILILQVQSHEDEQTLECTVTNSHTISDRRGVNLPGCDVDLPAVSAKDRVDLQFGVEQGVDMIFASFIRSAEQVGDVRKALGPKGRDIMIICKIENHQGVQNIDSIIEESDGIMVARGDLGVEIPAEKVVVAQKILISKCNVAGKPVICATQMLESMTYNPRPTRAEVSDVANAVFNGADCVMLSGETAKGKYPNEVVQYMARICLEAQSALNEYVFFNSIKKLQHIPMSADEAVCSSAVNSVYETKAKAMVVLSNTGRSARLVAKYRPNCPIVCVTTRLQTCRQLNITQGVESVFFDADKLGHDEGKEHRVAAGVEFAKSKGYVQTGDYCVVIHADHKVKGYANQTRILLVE
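Kinase-Glo luminescence read after 1 h RT reaction of 0.1 nM LmPK with 0.5 mM PEP and 0.1 mM ADP. Activity scaled between uninhibited and enzyme-free controls.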
HCMV inh: human cytomegalovirus inhibition; HFF cells, HCMV-luciferase reporter, 72 h; active compounds read low; activity change, negative = inhibition, % at 57.5 µM; actives 4.5% (n = 410,000); in the data active = activity change below about -60%; inconclusive = no clear call, values can overlap the other calls; inactive = above about -39%
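Steps: HFFs plated, 16 h 37C; compounds added; HCMV-luciferase added to MOI 1 PFU/cell; 72 h 37C; OneGlo reagent, 5 min room temperature; luminescence read, normalized to controls.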
* = called active by the depositor; ? = inconclusive; . = not tested or not shown; & = joins results of further samples; ! = repeats disagree; [ ] = remark or other dose. Unless noted, calls come from the whole dose curve; as a rule, active = well fitted curve in the direction sought with a large enough effect; inconclusive = small, poorly fitted or top-dose-only effect, or another doubt; inactive = no such curve, though single readings can be large; an effect the other way counts as inactive or inconclusive. Unless noted, % is set by controls: 0 for no effect and ±100 for the full control effect.

The first 2 records, ahead of the listing:
SMILES	HCV inhibitor	AmpC inh no detg	AmpC detergent	Tb PYK inh	AMA1 RON2 block	LmPK inhibitor	HCMV inh
Cc1ccc(-c2csc3nc(C)n(-n4c(C)ccc4C)c(=O)c23)o1	-49.0%	1.0%	-13.1%	-30.8%	-14.6%	0.5%	-29.4
CCOc1ccc(OCC)c(NC(=O)CCSCCc2ccccn2)c1	-5.5%	26.2%	-3.0%	-2.8%	-21.4%	7.4%	-21.2

The list itself, from the first entry:
SMILES	HCV inhibitor	AmpC inh no detg	AmpC detergent	Tb PYK inh	AMA1 RON2 block	LmPK inhibitor	HCMV inh
Cc1ccc(-c2csc3nc(C)n(-n4c(C)ccc4C)c(=O)c23)o1	-49.0%	1.0%	-13.1%	-30.8%	-14.6%	0.5%	-29.4
CCOc1ccc(OCC)c(NC(=O)CCSCCc2ccccn2)c1	-5.5%	26.2%	-3.0%	-2.8%	-21.4%	7.4%	-21.2
Cc1csc(NC(=O)c2ccc(COc3ccccc3)o2)n1	-22.3%	0.4%	-12.6%	12.8%	?	-4.9%	-18.5
CN(C)c1nc(N)c([N+](=O)[O-])c(NCCO)n1	23.5%	-9.3%	-6.1%	-1.7%	8.8%	-2.4%	8.1
N/C(=N\OC(=O)CCC1CCCC1)c1cccc([N+](=O)[O-])c1	4.5%	-26.0%	-5.0%	-1.4%	-23.3%	2.9%	-7.4
COc1ccccc1N1CCN(C(=O)C2CCCN(S(=O)(=O)c3ccc4c(c3)CCCN4C(C)=O)C2)CC1 (configuration not stated)	10µM*	214.1%[activator]	4.8%&0.5%	-6.8%&0.0%	-0.4%	5.8%	-88.6*!
COc1ccc(C(=O)NC2CC2)cc1OC1CCN(Cc2ccc(F)c(F)c2)CC1	-7.2%	6.6%	0.2%	-0.3%	-10.3%	-9.5%	-9.5
CC(C)N(C(=O)COC(=O)c1ccccc1C(=O)N1CCN(c2ccc(F)cc2)CC1)C(C)C	6.8%	88.5%[activator]	-13.3%	7.5%	-1.1%	2.3%	2.6
CN1C(=O)Cc2cc(S(=O)(=O)N3CCN(c4ccccc4F)CC3)ccc21	-28.4%	70.4%[activator]	-8.4%&1.8%	0.0%&-11.6%	-2.9%	-3.4%	28.1&3.0
COc1ccccc1OCCSc1nc(C)c(Cc2ccccc2)c(=O)[nH]1	12.5%	-17.0%	-2.6%	-3.6%	-8.5%	4.3%	.
COc1ccc(N(CC(=O)NCc2ccc(Cl)cc2)S(=O)(=O)c2c(C)nn(C)c2C)cc1	5.9%	163.9%[activator]	-1.8%	2.2%	-9.7%	-9.9%	21.5
O=c1ccc2ccc(O)cc2o1	6.0%	.	.	0.0%	0.0%	.	17.9
CC1CC(CC(=O)NNc2nc(-c3ccccc3)cs2)C(=O)O1 (configuration not stated)	-7.0%	-11.9%	-3.7%	-3.6%	77.1%[activator]	7.8%	18.6
CC(C)(C)C(=O)Nc1cc(-c2cccc(Br)c2)nn1-c1ccccc1	.	.	12.2%	4.2%	.	.	-19.5
COc1ccc(S(=O)(=O)NC(C)C(=O)Nc2cccc(C(C)=O)c2)cc1 (configuration not stated)	?	-19.0%	-1.5%	-2.7%	7.9%	3.7%	140.2
COc1cccc(CNC(=O)c2cccc(N3CCCS3(=O)=O)c2)c1	.	.	5.8%	1.2%	.	.	-1.2
Cc1cc(F)ccc1S(=O)(=O)N1CCCOC1CNC(=O)C(=O)NCC(C)C (configuration not stated)	16.8%	11.1%	5.6%	-0.9%	5.4%	3.3%	49.2
COc1ccc(NC(=O)CN(C)CC(=O)Nc2cccc(C(F)(F)F)c2)cc1	-5.0%	55.4%	-9.8%	-6.4%	20.8%	-2.5%	39.0
COC(=O)C1(CC2CC(c3ccccc3)=NO2)CCN(C(=O)OC(C)(C)C)CC1 (configuration not stated)	-10.8%	.	.	4.7%	1.2%	.	-1.0
O=S(=O)(NCc1ccccc1F)c1cccc(S(=O)(=O)N2CCOCC2)c1	18.2%	4.2%	0.4%	-3.9%	-1.8%	-4.0%	0.5

Profiles as entered above. Screens in order: HCV inhibitor, AmpC inh no detg, AmpC detergent, Tb PYK inh, AMA1 RON2 block, LmPK inhibitor, HCMV inh
Cc1cc(F)ccc1S(=O)(=O)N1CCCOC1CNC(=O)C(=O)NCC(C)C (configuration not stated) is entered as 16.8%, 11.1%, 5.6%, -0.9%, 5.4%, 3.3%, 49.2
CCOc1ccc(OCC)c(NC(=O)CCSCCc2ccccn2)c1 is entered as -5.5%, 26.2%, -3.0%, -2.8%, -21.4%, 7.4%, -21.2
COc1ccc(N(CC(=O)NCc2ccc(Cl)cc2)S(=O)(=O)c2c(C)nn(C)c2C)cc1 is entered as 5.9%, 163.9%[activator], -1.8%, 2.2%, -9.7%, -9.9%, 21.5
CN1C(=O)Cc2cc(S(=O)(=O)N3CCN(c4ccccc4F)CC3)ccc21 is entered as -28.4%, 70.4%[activator], -8.4%&1.8%, 0.0%&-11.6%, -2.9%, -3.4%, 28.1&3.0

(listing goes on)
SMILES	HCV inhibitor	AmpC inh no detg	AmpC detergent	Tb PYK inh	AMA1 RON2 block	LmPK inhibitor	HCMV inh
c1ccc([C@H]2CC3C[C@@H](c4ccccc4)N2O3)cc1	2.8%	-27.8%	5.3%	2.5%	2.6%	3.6%	9.6
CCc1nc(N2CCN(c3nc(C)cc(C)n3)CC2)c2oc3ccccc3c2n1	8.9%	-19.1%	-5.5%	.	.	-1.3%	.
COC(=O)c1ccnc(/C=N/O)c1	2.1%	-17.4%	-14.3%	4.5%	39.6%[activator]	0.7%	-15.7
CCOc1cc(C)nc(N2CCC(C(=O)Nc3ccccc3OCC)CC2)n1	?	-12.3%	-13.5%	-6.0%	-2.9%	3.6%	-9.8
COc1ccc(C(=O)C(CN2CCCC2)c2ccccc2)cc1 (configuration not stated)	?	-9.7%	-17.0%	2.7%	-4.8%	3.5%	-94.8*
S=C(NCc1ccccc1)Nc1cccc2ccccc12	10µM*	-23.0%	0.6%	-7.3%	39.9%[activator]	-5.9%	?
CC(=O)c1ccc(NC(=O)c2cc(C)nc3c2c(C)nn3-c2ccc(C)cc2)cc1	.	.	-0.7%	-3.6%	.	.	30.1
CCOC(=O)c1c(NC(=O)Cc2coc3cc(C)cc(C)c23)sc2c1CCC2	.	.	-7.9%	3.0%	.	.	0.1
Cc1cc(Cl)ccc1NC(=S)NCc1ccco1	-16.8%	-13.4%	-2.0%	2.0%	-3.3%	0.6%	-61.2*
Cc1cc(OC(=O)N2CCCCC2)cc(C)c1Cl	-17.8%	.	-3.2%	-2.6%	10.4%	1.4%	5.7
CCn1nnnc1-c1ccc(OC)c(S(=O)(=O)Nc2ccccc2OC)c1	.	.	.	3.0%	-1.2%	.	-10.9
CC(=O)COc1nc2c(c(-c3ccco3)c1C#N)CCc1ccccc1-2	11.2µM*	-35.6%	-12.7%	0.9%	-28.0%	-1.5%	.
O=C(NC1CCCCCC1)C(=S)NC1CCCCC1	25.2%	-0.8%	3.5%	-1.4%	8.8%	3.6%	34.8
O=C(O)c1cc(-c2cccs2)nn1-c1ccccc1	2.7%	-11.5%	4.4%	0.9%	0.0%	3.9%	2.8
Cc1ccccc1NC(=S)NCCc1ccccc1	-9.9%	-12.7%	1.5%	-10.7%	4.4%	2.8%	-32.0
O=P(O)(O)C(O)C(F)(F)C(F)(F)C(F)(F)C(F)F (configuration not stated)	17.5%	-12.3%	-8.2%	-2.0%	0.0%	-3.6%	8.0
O=C(c1ccccn1)N1CCN(S(=O)(=O)c2ccc3ccccc3c2)CC1	-12.9%	46.5%	4.4%	1.6%	-8.5%	0.6%	-32.2
Cc1ccc(-c2ccccc2NC(=O)C2C3C=CC(C3)C2C(=O)O)o1 (configuration not stated)	15.3%	-22.1%	-1.5%	-1.7%	-9.4%	-2.8%	-7.7
CC(C)C(NC(=O)c1c(F)cccc1F)C(=O)NC1CC(C)(C)NC(C)(C)C1 (configuration not stated)	8.8%	-11.5%	-9.3%	-2.7%	3.3%	-9.5%	-26.4
N#Cc1ccc2nc3c(nc2c1)CCCC3	-4.5%	-15.7%	-11.6%	-3.8%	7.2%	0.2%	2.0
C=CCN(CC=C)Cc1ccc(C(=O)OC)o1	7.5%	-4.1%	1.6%	-1.4%	-3.9%	-0.3%	14.1
CCCOc1ccc(C=Nc2ccc(OC)c(S(=O)(=O)N3CCOCC3)c2)c(O)c1	7.2%	-2.0%	4.1%	7.1%	35.1%[activator]	.	-22.4
O=C1CCCN1CCCNS(=O)(=O)c1ccc(F)cc1F	17.5%	10.0%	-5.1%	9.0%	-2.7%	0.3%	-12.9
O=S(=O)(c1ccccc1)C1CON(Cc2ccccc2)C1c1ccccc1 (configuration not stated)	2.7%	-30.2%	-0.6%	0.5%	0.0%	7.6%	-5.7
Cc1ccn2cc(C(=O)NC3CCN(Cc4ccccc4)CC3)nc2c1	?	-11.4%	-17.2%	-9.4%	-25.1%	-2.3%	?
COc1ccccc1OCC(=O)NCCS(=O)(=O)N1CCN(c2ccccc2)CC1	?	?	?	4.9%	-17.6%	.	-6.8
COC(C[C@@H]1O[C@@H]1[C@H](O)[C@H](C)OCc1ccccc1)OC	20.9%	-13.6%	-0.6%	-1.0%	16.3%	1.2%	20.4
COc1ccc(NC(=O)CNC(=O)c2nn(-c3ccc(OC)c(OC)c3)c(=O)c3ccccc23)c(OC)c1	-26.6%	89.3%[activator]	-5.4%	-5.5%	-13.1%	1.4%	13.8
CC(=N[C@@H]1CCCC[C@H]1N=C(C)c1ccccc1O)c1ccccc1O	-2.3%	-28.6%	-9.8%	-13.4%	50.8%[activator]	-1.2%	15.4
Cn1c(SCC(=O)Nc2ccc(NC(=O)c3ccccc3F)cc2)nnc1-c1ccncc1	8.0%	-14.7%	?	10.3%	-2.5%	-1.9%	.
COc1ccc(CCN2C(=S)N(C)C(=O)C2CC(=O)Nc2ccc(F)cc2)cc1 (configuration not stated)	-17.8%	0.7%	-4.9%	-16.5%	-21.2%	2.1%	-8.0
CCOC(=O)c1cc(-c2csc(Nc3c(C)cc(C)cc3C)n2)on1	-10.7%	-14.9%	-2.8%	3.7%	-19.3%	-5.1%	-38.9
COCCNC(=O)C(c1cccs1)N(C(=O)Cn1nnc2ccccc21)c1ccc(OC)cc1 (configuration not stated)	11.4%	42.7%	-7.4%	3.1%	-6.8%	6.0%	-28.0
O=C(Nc1ccc(-n2cnnn2)cc1)c1cc(S(=O)(=O)N2CCCC2)ccc1Cl	?	-33.1%	-17.5%	0.0%	4.9%	.	-15.2
